High-throughput results (PubChem BioAssay)
PLCb3 inh – human PLC-beta3 inhibitors, primary screen, biochemical, fluorescence. actives 0.18% (n = 370,000). inhibition, % at 12.2 µM. 1-phosphatidylinositol 4,5-bisphosphate phosphodiesterase beta-3 (Homo sapiens), Q01970. Purified PLC-beta3, fluorogenic substrate; in the data active means inhibition above about 11%;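 further: 0% = median of compound wells on plate and 100% = full blocker control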
ARFGAP1 inh – inhibitors of rat ARFGAP1 GAP activity, primary screen, biochemical, fluorescence polarization, GDP tracer. ADP-ribosylation factor GTPase-activating protein 1 (Rattus norvegicus), Q62848. Arfgap1-stimulated ARF1 GTP hydrolysis, GDP FP detection. inhibition, % at 16.5 µM. actives 0.26% (n = 360,000). AID 651572, 2012;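 active means inhibition above a per-plate limit, mean inhibition of low control wells plus 3 SD, cut at about 25% in these data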;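 further: 0% = DMSO wells with enzyme and 100% = wells lacking Arfgap1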
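Material: rat Arfgap1 catalytic domain, aa 1-136; also added: human ARF1(Δ1-17)-GTP substrate; compound dosing: one concentration, 16.5 µM, DMSO 1.26%; incubation: GTP hydrolysis reaction 2 h at 25 °C; measured by: Tracer-displacement fluorescence polarization with EDTA stop, 620/688 nm; evaluation: % inhibition from polarization; repeats: one replicate per compound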
Tn7 DDE FP – inhibitors of Tn7 peptide binding to fibrin DD(E), primary screen, biochemical, fluorescence polarization, human fibrin, Tn7 probe; FP displacement of FITC-Tn7 peptide from fibrin DD(E); 0% = median of compound wells per plate; inhibition, % at 8.3 µM; actives 0.13% (n = 370,000);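 active means inhibition above the mean of compounds falling within the control limits plus 3 SD of them, cut at about 14% in these data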;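 further: 0% = plate median of compound wells and 100% = 10 µM Aha-Tn7 peptide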
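assay system = human clot-derived fibrin DD(E) complex | quantity = Fibrin-DD(E) at 2 µM final | timing = 10 min preincubation, 3 h with tracer, room temperature | signal = fluorescence polarization | measure = percent inhibition | benchmarks = high control wells with 10 µM unlabelled Aha-Tn7 peptide (full inhibition) | replicates = singlicate testing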
ADAM17 inh – ADAM17 inhibitors, primary screen, biochemical, QFRET | recombinant ADAM17, EDANS/DABCYL FRET peptide cleavage | inhibition, % at 6.95 µM | actives 0.83% (n = 370,000) | AID 720648, 2013;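 active means inhibition above the mean of compounds lying between control limits plus 3 SD, set per campaign, cut at about 8.5% in these data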;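 further: 0% = DMSO-only wells as the low control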
MBD2 DNA inh – inhibitors of MBD2 binding to methylated DNA, primary screen, biochemical, TR-FRET, DNA-binding domain, human. inhibition, % at 4.4 µM. actives 0.31% (n = 370,000). Methyl-CpG-binding domain protein 2 (Homo sapiens), Q9UBB5. AID 686964, 2013. MBD2 binding to methylated oligonucleotide; in the data active means inhibition above about 13%
ASAP1 GAP inh – inhibitors of human ASAP1 ArfGAP activity, primary screen, biochemical, fluorescence polarization; Arf-GAP with SH3 domain, ANK repeat and PH domain-containing protein 1 (Homo sapiens), …; ASAP1-stimulated ARF1 GTP hydrolysis, GDP FP detection; inhibition, % at 16.5 µM; actives 0.19% (n = 360,000); AID 624377, 2012; in the data active means inhibition above about 25%;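 further: 0% = vehicle with enzyme and substrate and 100% = no enzyme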
KLK7 zymogen act – proKLK7 zymogen activators, primary screen, biochemical, fluorescence intensity | purified proKLK7, EDANS-DABCYL substrate fluorescence; 100% is mature enzyme control, 0% vehicle | activation, % at 7 µM | actives 0.9% (n = 370,000) | AID 652039, 2013;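 active means activation above the mean of all tested compounds plus 3 SD, computed per campaign excluding outliers beyond control limits, cut at about 13% in these data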
Target sequence (P49862 whole entry, looked up): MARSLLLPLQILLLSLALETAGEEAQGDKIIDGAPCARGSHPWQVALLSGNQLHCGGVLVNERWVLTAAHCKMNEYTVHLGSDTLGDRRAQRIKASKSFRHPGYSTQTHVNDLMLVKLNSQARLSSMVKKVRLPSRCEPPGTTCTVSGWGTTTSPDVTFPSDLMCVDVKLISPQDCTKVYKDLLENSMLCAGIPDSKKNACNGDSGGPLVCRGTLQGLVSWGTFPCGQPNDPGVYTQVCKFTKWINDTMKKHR
UHRF1 binding – UHRF1 methylated DNA binding inhibitors, primary screen, counter-screen for MBD2 inhibitor project, biochemical, TR-FRET, human UHRF1, single concentration; E3 ubiquitin-protein ligase UHRF1 (Homo sapiens), Q96T88; UHRF1 binding to methylated oligo; inhibition, % at 4.4 µM; actives 0.75% (n = 370,000); in the data active means inhibition above about 21%;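 further: UHRF1 SRA domain binding a hemimethylated CpG hairpin DNA probe; 0% = median of test compound wells and 100% = reference inhibitor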
Target sequence (Q96T88 whole entry, looked up, the tested form may be a part): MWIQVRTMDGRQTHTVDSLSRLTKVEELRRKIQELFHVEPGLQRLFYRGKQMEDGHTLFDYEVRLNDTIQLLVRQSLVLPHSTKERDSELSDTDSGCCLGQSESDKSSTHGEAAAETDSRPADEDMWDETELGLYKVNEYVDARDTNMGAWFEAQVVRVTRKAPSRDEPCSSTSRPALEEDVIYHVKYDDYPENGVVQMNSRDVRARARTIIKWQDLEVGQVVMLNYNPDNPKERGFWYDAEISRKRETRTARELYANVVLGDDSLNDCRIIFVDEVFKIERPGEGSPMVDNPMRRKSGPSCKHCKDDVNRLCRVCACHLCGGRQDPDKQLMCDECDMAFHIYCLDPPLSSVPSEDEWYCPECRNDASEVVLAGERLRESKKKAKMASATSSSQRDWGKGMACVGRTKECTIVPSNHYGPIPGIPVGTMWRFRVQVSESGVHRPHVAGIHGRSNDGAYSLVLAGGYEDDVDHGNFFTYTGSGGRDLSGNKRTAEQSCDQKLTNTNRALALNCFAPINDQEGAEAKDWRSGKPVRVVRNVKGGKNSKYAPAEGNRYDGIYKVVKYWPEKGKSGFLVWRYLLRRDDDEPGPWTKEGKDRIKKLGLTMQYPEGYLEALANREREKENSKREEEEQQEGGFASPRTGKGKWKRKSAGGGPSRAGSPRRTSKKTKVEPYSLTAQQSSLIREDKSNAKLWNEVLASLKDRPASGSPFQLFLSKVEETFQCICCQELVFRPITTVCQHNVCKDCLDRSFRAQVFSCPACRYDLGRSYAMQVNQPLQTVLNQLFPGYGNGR
DDE Tn6 FP inh – inhibitors of Tn6 peptide binding to fibrin DD(E), primary screen, biochemical, fluorescence polarization, human fibrin, Tn6 probe | Fibrin DD(E) TRITC-Tn6 fluorescence polarization displacement | inhibition, % at 8.3 µM | actives 0.21% (n = 370,000);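 active means inhibition above a per-campaign cutoff: mean of compounds within control limits plus 3 SD, cut at about 15% in these data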;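 further: 0% = median of all compound wells on the plate and 100% = blocking peptide control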
PLC-gamma1 inh – PLC-gamma1 enzyme inhibitors, primary screen, biochemical, fluorescence, purified enzyme. 1-phosphatidylinositol 4,5-bisphosphate phosphodiesterase gamma-1 (Homo sapiens), P19174. fluorogenic substrate. inhibition, % at 12.2 µM. actives 0.84% (n = 370,000). AID 720700, 2013; in the data active means inhibition above about 9.5%
Numbers without * were called inactive; x = not tested or not shown.

SMILES	PLCb3 inh	ARFGAP1 inh	Tn7 DDE FP	ADAM17 inh	MBD2 DNA inh	ASAP1 GAP inh	KLK7 zymogen act	UHRF1 binding	DDE Tn6 FP inh	PLC-gamma1 inh
COc1ccc(-c2c(C#N)c(N)nc3c2CCCC3)cc1OC	-18	1	7	-5	-1	9	0.1	-4	4	-16
NC(=O)c1cc2ccccc2o/c1=N/NC(=O)c1cccc(F)c1	-11	7	3	-2	0	0	-0.8	1	-1	-3
CCc1nc2ccc(C(=O)Nc3cc(-c4ccccc4)ccc3OC)cn2c1N(CC)Cc1cccc(Br)c1	-47	19	-3	1	2	8	-14	0	-4	-30
O=C1SCCN1N=Cc1ccc([N+](=O)[O-])o1	-35	2	0	-8	1	4	-0.1	2	2	-23
C[C@H](CO)N1C[C@H](C)[C@@H](CN(C)S(=O)(=O)c2ccccc2)OCc2cnnn2CCCC1=O	0	8	2	-1	-2	8	0.8	0	8	-1
Cc1ccc(NS(=O)(=O)N2CCOCC2)c(C)c1	-3	-1	4	-5	0	-10	-0.1	0	-4	0
CO[C@H]1CN(C)C(=O)c2cc(NC(=O)C3CCCC3)ccc2OC[C@@H](C)NC[C@H]1C	-1	12	-2	-2	-5	6	0.2	1	1	0
CCN(CC(=O)NCc1ccc(Cl)cc1)C(=O)CSCC(=O)Nc1ccc(C)cc1	-6	4	4	-6	6	1	0.1	5	-6	-3
Cc1nc(-n2cc(F)c(=O)[nH]c2=O)c2nc(C)oc2n1	2	6	-3	1	-3	-2	0.5	-2	-8	0
CCC(=O)c1ccc(O)c(OC)c1	1	-9	13	-6	1	-13	-0.4	1	-2	4

The last two compounds of the section before open the next one.
SMILES	PLCb3 inh	ARFGAP1 inh	Tn7 DDE FP	ADAM17 inh	MBD2 DNA inh	ASAP1 GAP inh	KLK7 zymogen act	UHRF1 binding	DDE Tn6 FP inh	PLC-gamma1 inh
Cc1nc(-n2cc(F)c(=O)[nH]c2=O)c2nc(C)oc2n1	2	6	-3	1	-3	-2	0.5	-2	-8	0
CCC(=O)c1ccc(O)c(OC)c1	1	-9	13	-6	1	-13	-0.4	1	-2	4
O=C(NNS(=O)(=O)c1ccc(Br)cc1)c1cccs1	1	6	6	1	-2	0	0.0	0	-1	-2
CCOC(=O)Cc1csc(NC(=O)c2cc(C)on2)n1	-5	5	0	0	-4	-4	0.5	2	-1	3
Cc1n[nH]c(=S)n1-c1ccccc1	3	3	-8	4	1	11	0.9	11	-10	7
Cc1cc(-c2nn(C)c(=O)c3ccccc23)cc(C)c1O	-4	7	-2	0	3	16	-0.5	-3	-7	4
CCSc1nc2c([nH]c3ccccc32)c(=O)n1C	-4	3	-5	-1	-1	-12	-0.1	1	2	-3
COCCNC(=O)/C(C#N)=C\c1ccc(CNS(=O)(=O)c2ccccc2)o1	6	11	0	5	-3	2	-0.6	2	0	7
CCn1c(=O)cc(OCC(=O)NCc2cccnc2)c2ccccc21	3	-8	-6	0	-4	4	-0.4	-2	4	1
Cc1ccc(F)c(C2C3C=CCC(c4cccc(-c5ccc(N(C)C)cc5)c4)C3C(=O)N2Cc2ccccc2)c1 (configuration not stated)	-5	1	4	-6	3	-5	-1.5	-4	5	-1
COc1ccc(CC(O)COS(N)(=O)=O)cc1 (configuration not stated)	3	12	2	-4	1	8	0.6	1	-5	1
COC(=O)Cc1c(C)c2ccc(OCC(=O)N3CCCC(C)C3)c(C)c2oc1=O (configuration not stated)	-79	4	-3	-228	1	0	2.7	-1	-2	-51
COc1ccc(-c2nsc3c(N4CCN(S(=O)(=O)c5ccccc5F)CC4)ncnc23)cc1	-4	12	5	0	-1	3	0.4	2	-5	-2
CN(CC(=O)Nc1ccccc1Br)C(=O)CNC(=O)c1ccco1	-1	10	5	-3	1	-8	0.2	0	-1	-1
O=C(Nc1ccc(Cl)cc1Cl)OC1CCC12CCC(c1ccccc1)CC2 (configuration not stated)	-7	x	-4	-1	3	x	x	5	-1	4
CCN(CC)S(=O)(=O)c1csc(C(=O)Nc2ccccn2)c1	1	2	-5	-2	0	-4	0.0	-2	1	0
CCOC(=O)c1ccc(NC(=O)CNC(=O)C2CCCCC2)cc1	5	-7	-5	-1	1	7	0.3	-1	-8	2
COc1ccc(N(CC(=O)NCc2ccccc2)C(=O)CCC(=O)Nc2cc(C)ccn2)c(OC)c1	-5	-9	5	0	5	7	0.5	-2	-6	2
COc1ccc2[nH]c(=O)c(COC(=O)c3cccs3)cc2c1	-28	14	1	-33	-1	14	0.3	2	-3	-23
CCOc1ccc(N(CC(=O)NCc2ccc(F)cc2)C(=O)c2snc(C(N)=O)c2N)cc1	-6	9	-7	-2	-6	-1	-0.1	0	8	0
Cc1cc(N2C(=O)C(O)=C(C(=O)c3ccco3)C2c2cccc(Cl)c2)no1 (configuration not stated)	-49	0	0	-2	5	-12	0.9	10	0	-25
CCCc1cc(=O)[nH]c(SCC(=O)Nc2sc(C(N)=O)c(C)c2C(=O)OCCOC)n1	-4	-5	0	2	-5	3	-0.2	1	6	-1
COc1ccc(CC(=O)Nc2ccc(-c3noc(-c4ccccc4OC)n3)cc2)cc1	3	0	1	-1	-3	5	-0.3	-4	-2	0
Cc1cc(N2CCCC2)ccc1NC(=O)COc1cccc(C(F)(F)F)c1	-8	1	-15	5	-2	-2	0.7	1	-3	2
COC(=O)C1=C(C)Nc2[nH]c(=S)[nH]c(=O)c2C1c1ccc(O)cc1 (configuration not stated)	-9	-2	0	-6	0	-4	0.3	5	5	-1
O=C(CN1C(=O)NC2(CCc3ccccc32)C1=O)NCc1ccc(Cl)cc1 (configuration not stated)	-2	-4	1	-2	3	-7	0.6	2	2	-3
CN(C)c1ccc(Nc2c3c4c(cccc4n(C)c2=O)C(=O)c2ccccc2-3)cc1	-55	-11	4	4	-3	2	1.0	-6	4	-52
CC(=O)Nc1ccc(NC(=O)Nc2cccc(Cl)c2)cc1	2	-3	11	-1	1	9	-0.7	4	4	3
Cc1ccc(C)c(NC(=O)c2cnc3n(c2=O)CCS3)c1	0	1	-3	-5	5	11	0.0	0	4	-5
COc1ccc(C)cc1NC(=O)CCN1CCN(c2ccccc2F)CC1	-3	-4	4	-3	7	13	-0.3	1	-2	1
CC(C)Nc1ncnc2c1ncn2[C@H]1CN(Cc2cccs2)C[C@@H](CO)O1	-1	-1	2	-5	0	0	-0.2	3	5	-1
CCC(=O)c1ccc(OCC(=O)Nc2ccc3nc(C)sc3c2)cc1	-11	8	-3	-3	7	-3	-0.2	1	-1	-3
CNC(=O)c1ccc(N(Cc2ccccc2)S(C)(=O)=O)cc1	-1	2	7	-5	-3	-9	0.6	1	-3	5
COC(=O)c1ccc(CNC(=O)[C@@H]2CCCN2S(=O)(=O)c2ccccc2F)cc1	-7	2	8	-1	6	-17	0.2	-1	4	2
S=C(NC1CCCCC1)N1CCN(Cc2ccccc2Cl)CC1	-4	-1	-2	-3	7	-8	0.8	0	4	2
COc1ccc2oc(=O)c(C(=O)N3CCCc4ccccc43)cc2c1	-4	-2	1	-5	1	2	0.2	1	-7	-3
CC(=O)c1cccc(OCC(=O)NC2CCCCCC2)c1	-7	1	0	-1	0	8	0.4	7	-5	0
CC(=O)NCc1ccc(-c2csc(NC(=O)CCCc3nc4ccccc4c(=O)[nH]3)n2)cc1	-21	0	3	-7	1	-9	-1.8	-2	-5	-16
CC(C)CNC1CCS(=O)(=O)C1 (configuration not stated)	-1	4	8	-2	-5	-14	-0.1	-1	1	-1
Cc1cccnc1Nc1ncnc(N)c1[N+](=O)[O-]	-2	10	-3	-2	-1	8	-0.7	-3	-4	3
COc1ccc(/C=N/n2cnc3c(sc(=S)n3-c3ccccc3)c2=O)cc1	-9	-2	5	-9	2	-3	-0.1	1	1	0
CC(C)(C)OC(=O)n1ccc2ccc(-c3ccc4cc[nH]c4c3)cc21	-45	x	2	-43	5	x	-3.9	0	3	-25
CCN(CC)C(=O)[C@H]1C[C@H](CC(=O)NC(C)(C)C)C(=O)N2CCc3c([nH]c4ccc(Cl)cc34)[C@]12C	2	-11	5	-1	2	1	0.6	-3	9	-1
CCOc1ccc(S(=O)(=O)N2CCC(C(=O)NC3CC3)CC2)cc1C	-3	-3	1	0	-8	0	-0.1	1	3	2
COc1ccc(NS(=O)(=O)c2cccc(-c3nnc4n3CCCCC4)c2)cc1	1	-7	1	3	-8	13	-0.5	2	-4	1
Cc1ccccc1-c1nnc(-c2cccc3ccccc23)o1	-4	1	1	-13	3	-1	-0.7	1	-4	0
O=S(=O)(c1ccc(Cl)cc1)N1CCCC1c1nc(-c2ccc(Cl)cc2)no1 (configuration not stated)	1	21	-5	9.8*	2	-6	0.8	7	-2	4
COc1cc(-c2noc(C)c2/C=C/c2ccc(C(=O)O)cc2)cc(OC)c1OC	-8	-5	-3	-2	0	6	0.4	14	-7	-2
CCCCOc1ccc(C(=O)NCC(=O)NCC(c2cccs2)N2CCOCC2)cc1 (configuration not stated)	-13	0	2	-4	5	-3	0.2	4	-3	-3
Cn1c(SCc2cccc(Br)c2)nc2ccccc2c1=O	-3	6	-8	-1	-1	2	0.1	-1	-5	1
O=C(OCc1nc2ccccc2[n+]([O-])c1C(=O)c1ccccc1)c1ccco1	-1	7	0	-2	-6	3	0.0	7	0	1
N#Cc1ccc(S(=O)(=O)N2CCCCC2c2cc(C(=O)NCc3ccccc3)no2)cc1 (configuration not stated)	1	5	-4	0	1	0	-0.1	-3	4	-2
O=C(CSc1ccccc1)NC1CCCCCCC1	0	6	0	-1	-5	10	-0.5	-2	-3	-3
COc1ccc(C2C(CN3CCOCC3)C(=O)N2c2ccccc2)cc1 (configuration not stated)	-3	3	1	-1	-5	-5	0.7	-2	-5	0
CC(C)Oc1ccc(C2C(C#N)=C(N)Oc3c2oc(CO)cc3=O)cc1 (configuration not stated)	-8	5	-3	0	2	4	-0.7	0	0	-6

As entered above.
`C[C@H](CO)N1C[C@H](C)[C@@H](CN(C)S(=O)(=O)c2ccccc2)OCc2cnnn2CCCC1=O` in DDE Tn6 FP inh → 8
`CC(=O)Nc1ccc(NC(=O)Nc2cccc(Cl)c2)cc1` in ASAP1 GAP inh → 9
